Assay outcomes: PubChem, several laboratories
LMPTP inh: LMPTP phosphatase inhibitors, primary screen, biochemical, fluorescence intensity, uHTS; Low molecular weight phosphotyrosine protein phosphatase (Homo sapiens), P24666; recombinant LMPTP-A, OMFP fluorogenic substrate; inhibition, % at 20 µM; 0.22% of 360,000 active; AID 651560, 2012;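 active = compounds that cut the enzyme signal by at least half of the control window in the single-dose screen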;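 also: plate controls were DMSO wells with enzyme plus substrate for no effect and substrate without enzyme for full effect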
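Test system – LMPTP-A phosphatase enzyme · Quantity – 0.625 nM LMPTP-A final · Reagent – OMFP substrate, 400 µM final · Dosing – one test concentration per compound, 20 µM, with 3% DMSO overall · Timing – 50 min enzyme reaction at room temperature, protected from light · Detection – fluorescence intensity · Controls – substrate-only low control, DMSO enzyme-plus-substrate high control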
CSN deneddyl inh: inhibitors of CSN-mediated cullin deneddylation, primary screen, biochemical, fluorescence polarization, uHTS | Purified CSN, SCF-Nedd8-OG deneddylation | 0.38% of 360,000 active | inhibition, % at 12.5 µM | COP9 signalosome complex subunit 5 (Homo sapiens), Q92905;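 active = pattern-corrected inhibition above about 35%, with an unprinted fluorescence ratio check between 0.5 and 1.5, limit read from the data, passing the limit was not always enough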;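 also: 0% = enzyme with substrate and 100% = substrate without enzyme; some results filed as inactive read as strong as hits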
Target sequence (Q92905 whole entry, looked up, one chain of several): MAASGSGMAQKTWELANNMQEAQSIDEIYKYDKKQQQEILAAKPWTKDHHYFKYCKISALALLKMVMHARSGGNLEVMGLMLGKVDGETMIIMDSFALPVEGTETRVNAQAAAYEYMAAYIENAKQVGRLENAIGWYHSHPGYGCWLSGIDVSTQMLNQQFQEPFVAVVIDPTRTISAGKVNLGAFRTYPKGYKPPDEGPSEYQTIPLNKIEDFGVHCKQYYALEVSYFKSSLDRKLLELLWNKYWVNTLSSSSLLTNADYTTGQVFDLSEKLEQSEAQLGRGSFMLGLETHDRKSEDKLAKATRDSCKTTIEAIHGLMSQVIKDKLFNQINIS
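Assay system: HEK293T-derived human Csn5 enzyme; quantity: 0.24 nM enzyme; medium: Tris/NaCl/DTT buffer, pH 7.5; also added: substrate SCFSkp2-Nedd8OG, 10 nM; doses: 12.5 µM compound; schedule: 90 min reaction at room temperature; signal: FP; read-out: % inhibition of substrate cleavage by Csn5; benchmarks: substrate-only high control, full reaction low control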
DNMT1 block: human DNMT1 methyltransferase inhibitors, primary screen, biochemical, molecular beacon, fluorescence, HinP1I cleavage, uHTS; 0.83% of 360,000 active; inhibition (reported as % activation of signal), % at 10 µM; in the data active = inhibition above about 50%
STEP block: STEP phosphatase inhibitors, primary screen, biochemical, fluorescence intensity, uHTS; inhibition, % at 20 µM; AID 588621, 2011; 0.25% of 360,000 active; recombinant STEP, OMFP fluorogenic substrate; Tyrosine-protein phosphatase non-receptor type 5 (Homo sapiens), P54829;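 active = inhibition at 20 µM, scaled per plate between control wells, above about 37%, limit read from the data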;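 also: 0% = DMSO with enzyme and substrate and 100% = substrate only without enzyme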
Target sequence (P54829 whole entry, looked up): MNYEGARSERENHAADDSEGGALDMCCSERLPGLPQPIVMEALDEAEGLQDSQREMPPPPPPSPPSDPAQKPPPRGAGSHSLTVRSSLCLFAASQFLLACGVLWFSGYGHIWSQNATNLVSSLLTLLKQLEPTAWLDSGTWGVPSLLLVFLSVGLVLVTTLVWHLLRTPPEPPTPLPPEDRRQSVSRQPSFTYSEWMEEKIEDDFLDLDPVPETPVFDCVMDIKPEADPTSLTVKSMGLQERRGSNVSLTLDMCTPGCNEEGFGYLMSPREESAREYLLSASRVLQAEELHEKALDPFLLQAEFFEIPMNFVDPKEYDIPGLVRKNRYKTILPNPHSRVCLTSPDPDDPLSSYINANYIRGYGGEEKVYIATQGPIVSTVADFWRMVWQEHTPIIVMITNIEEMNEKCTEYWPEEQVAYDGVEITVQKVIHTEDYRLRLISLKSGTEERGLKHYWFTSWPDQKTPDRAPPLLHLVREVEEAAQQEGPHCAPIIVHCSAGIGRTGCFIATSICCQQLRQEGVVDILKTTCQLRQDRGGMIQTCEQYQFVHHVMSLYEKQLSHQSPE
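Assay system: isolated STEP enzyme / Timing: 20 min at room temperature, dark / Doses: 20 µM, 1% DMSO / Technique: fluorescence intensity, excitation 480 nm, emission 540 nm / Reagent: fluorogenic phosphatase substrate OMFP at 25 µM final / Measure: percent inhibition scaled to no-enzyme and uninhibited-enzyme controls, plate-pattern corrected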
SUMO1 PPI mod: modulators of SUMO1 protein-protein interactions, primary screen, biochemical, uHTS; SUMO1 binding to a labelled peptide, TR-FRET, 1 h; Small ubiquitin-related modifier 1 (Homo sapiens), P63165; 0.33% of 360,000 active; inhibition, % at 20 µM; AID 602429, 2012; in the data active = inhibition above about 37%
Target sequence (P63165 whole entry, looked up): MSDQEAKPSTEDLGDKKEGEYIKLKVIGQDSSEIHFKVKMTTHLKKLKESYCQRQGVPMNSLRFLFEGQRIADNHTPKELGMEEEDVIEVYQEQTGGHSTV
Neddyl block: inhibitors of cullin neddylation, primary screen, biochemical, TR-FRET, uHTS, NAE and Ubc12. NEDD8-conjugating enzyme Ubc12 (Homo sapiens) + NEDD8-activating enzyme E1 regulatory …. 0.58% of 360,000 active. calls only at 25 µM; in the data active = inhibition above about 36%
Scp1 inh: Scp-1 phosphatase inhibitors, primary screen, biochemical, colorimetric, uHTS. Carboxy-terminal domain RNA polymerase II polypeptide A small phosphatase 1 (Homo …. Recombinant Scp1, phosphopeptide, malachite green phosphate absorbance. inhibition, % at 20 µM. 0.88% of 340,000 active. AID 493091, 2011;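 active = inhibition above about 50% at 20 µM, limit read from the data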;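 also: plate controls were DMSO wells with enzyme for no effect and wells lacking enzyme for full effect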
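System: truncated SCP-1 phosphatase (76-261aa); medium: Tris acetate buffer pH 5.5 with MgCl2 and Tween-20; incubation: 45 min room-temperature reaction, 5 min colour, 30 min stabiliser; compound: single 20 µM dose, 1% DMSO; reagent: Phosphorylated 17-residue peptide substrate; read-out: % inhibition at 20 µM; technique: colorimetric free-phosphate detection, absorbance 630 nm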
Rin1-Abl PPI inh: inhibitors of Rin1-Abl protein binding, primary screen, biochemical, TR-FRET. inhibition, % at 7.35 µM. 0.4% of 360,000 active; in the data active = inhibition above about 5%, passing the limit was not always enough
NadD inh: inhibitors of S. aureus NadD, primary screen, biochemical, colorimetric, uHTS; 0.78% of 360,000 active; inhibition, % at 20 µM; Nicotinate-nucleotide adenylyltransferase NadD (Staphylococcus aureus N315); purified NadD enzyme, colorimetric absorbance read-out; in the data active = inhibition above about 26%; also: some compounds past the cut are filed as inactive
Rpn11 block: Rpn11 (PSMD14) deubiquitinase inhibitors, primary screen, biochemical, fluorescence polarization, uHTS; 0.59% of 360,000 active; calls only at 20 µM; 26S proteasome non-ATPase regulatory subunit 14 (Homo sapiens), O00487; AID 588493, 2011; human 26S proteasome, Ub4-pepOG fluorescence polarization; 20S core pre-blocked with epoxomicin;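 active = inhibition at 20 µM, scaled to each plate's controls, above about 33%, limit read from the data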
The depositor's hits bear a star; i = inactive; · = not tested or not shown; + = active, no number.

Below each SMILES – SUMO1 PPI mod	Rin1-Abl PPI inh	DNMT1 block	STEP block	NadD inh	LMPTP inh	Rpn11 block	Scp1 inh	Neddyl block	CSN deneddyl inh
COC(=O)c1ccc(CNC(=O)CSc2nc3sc(C)c(C)c3c(=O)n2C)o1
    -2.0	0.2	1.9	-3.3	2.5	-0.5	i	2.5	i	-0.4
CC1Cc2ccccc2N1CC(=O)Nc1ccc(N2CCOCC2)cc1 (stereo not drawn)
    -3.6	-4.8	-15.5	-0.2	3.5	1.1	i	-0.8	i	7.6
COc1ccc(-c2coc3c(C(=O)NC(C)C)cccc23)c(C)c1
    0.8	-0.2	3.4	-0.9	-7.5	1.7	i	·	i	2.7
CCC(C(=O)OC)n1cnc2c(nnn2-c2cccc(Cl)c2)c1=O (stereo not drawn)
    -4.6	-4.3	1.6	3.3	-3.1	-1.6	i	-4.8	i	-5.6
COc1ccc(N(Cc2cc3cccc(C)c3[nH]c2=O)S(C)(=O)=O)cc1
    -5.3	1.9	-4.1	-1.1	-7.3	-1.8	i	-6.5	i	-0.5
Cc1[nH][nH]c(=O)c1C(c1ccc(F)cc1)c1c(C)[nH][nH]c1=O
    -0.5	3.8	-12.0	0.6	2.8	2.0	i	-5.7	i	-2.8
CCOc1ccc(N2CC(C(=O)Nc3cc(S(=O)(=O)N4CCCCC4)ccc3C)CC2=O)cc1 (stereo not drawn)
    1.4	-2.4	-1.1	-0.7	-1.7	-0.7	i	4.8	i	-6.1
CNS(=O)(=O)c1ccc(C(=O)NCC(=O)NCCC(c2ccccc2)c2ccccc2)cc1
    0.4	-4.9	-4.2	-0.1	0.1	0.4	i	3.5	i	-4.8
O=C(Cc1csc(N2CCOCC2)n1)N/N=C/c1ccccc1C(=O)O
    5.8	-2.1	2.1	1.8	2.8	-0.9	i	-1.7	i	1.7
COc1cc(OC)cc(-c2nc3cc(C)ccc3o2)c1
    1.1	-2.3	-7.7	-1.9	0.3	3.7	i	-11.8	i	-1.0
Cc1cc(C)c(S(=O)(=O)N2CCN(S(=O)(=O)N3CCOCC3)CC2)c(C)c1
    6.7	2.7	0.9	0.0	1.2	0.6	i	0.1	i	2.8
COc1ccccc1NS(=O)(=O)c1ccc(C)c(NC(=O)c2c(C)noc2C)c1
    -0.6	3.7	3.8	-0.8	0.4	-1.6	i	-5.5	i	-2.3
Cc1cccc(OCC(O)CN2CCN(c3ccccn3)CC2)c1C (stereo not drawn)
    2.2	-5.0	-0.1	-0.8	-7.9	-2.4	i	-1.1	i	3.2
CC(C)(C)OC(=O)CNC(=O)c1[nH]cnc1C(=O)NCC(=O)OCc1ccccc1
    -0.3	0.5	3.2	1.3	1.1	-0.8	i	-5.8	i	0.3
CCc1ccccc1NC1=NCC(=O)N1C1CCCC1
    1.7	-0.6	-3.3	0.3	-4.4	-1.9	i	-1.4	i	-0.7
Cc1cc(C(=O)OCC(=O)N2CCCC2)c2ccccc2n1
    -9.8	1.9	2.4	-3.9	-6.0	-2.5	i	-2.0	i	-6.7
Cc1ccc(OCCCCN2CCCCC2)c(Br)c1
    1.2	1.6	-3.7	0.2	-6.8	-2.3	i	0.6	i	-3.1
Cc1nc2ccccc2c2nc3ccccc3n12
    2.4	-1.7	0.4	0.9	-5.7	-1.0	i	-14.9	·	5.0
CCSc1nnc2ccc(-c3cccs3)nn12
    -25.7	-5.5	0.3	0.8	-0.2	1.5	i	2.5	i	1.0
O=C(Nc1ccc(F)cc1)N1CCN(C/C=C/c2ccccc2)CC1
    0.5	1.2	-1.7	-1.7	-6.7	-1.1	i	-4.3	i	3.1
COC(=O)C1CCN(C(=O)c2sc3nc(-c4ccccc4)cn3c2C)CC1
    -0.6	1.9	1.2	-0.3	5.2	-0.6	i	-9.0	i	-2.8
Cc1cc(C(=O)Nc2ccncc2)c(C)o1
    -0.8	6.4	9.9	-2.6	-4.4	1.2	i	-3.9	i	-3.0
CC(C)c1ccc(/C=N/NC(=O)c2c(Cl)cnn2C)cc1
    -7.5	0.0	1.7	-0.3	2.8	2.2	i	-11.1	i	-1.6
Cc1ccc(NC(=S)NNC(C)(C)C)cc1
    4.5	-2.1	-0.6	3.1	6.9	-0.9	i	-11.2	i	3.2
Cc1ccc(OCC(=O)Nc2cccc3nsnc23)c(C)c1
    -5.5	-2.0	1.6	-5.3	5.0	-1.8	i	-10.4	·	3.6
CCCC(=O)Nc1nc2nc(C)cc(=O)n2[nH]1
    1.4	1.8	4.0	0.0	-18.3	-1.0	i	6.2	i	-3.6
NCC(=O)NCC(=O)NC1(C(=O)O)CCCC1
    5.2	-1.6	13.2	0.9	3.4	-1.2	i	-7.6	i	0.1
CC(C(=O)OCC(=O)c1ccc([N+](=O)[O-])cc1)N1C(=O)C2C3C=CC(C3)C2C1=O (stereo not drawn)
    -35.9	-1.5	-7.2	-1.7	-2.9	-1.2	i	-2.0	i	-0.3
CCOc1ccccc1N(C(=O)c1snc(C(N)=O)c1N)C(C(=O)NCc1ccccc1)c1ccc(O)cc1 (stereo not drawn)
    -10.9	14.6*	-6.7	-2.8	1.3	1.4	i	-12.8	+	-1.2
Cc1cnc(NC(=O)C2CCCO2)s1 (stereo not drawn)
    -6.8	1.4	-2.1	18.8	0.5	-0.2	i	3.1	i	4.3
CC1CN(Cc2ccccc2)c2nc3c(c(=O)n(C)c(=O)n3C)n2C1 (stereo not drawn)
    2.4	3.5	1.5	7.6	-5.8	0.6	i	-6.4	i	8.1
Cc1cccc(C(=O)O)c1NC(=O)c1ccc(F)cc1
    -0.4	-2.7	-0.4	-1.7	-0.2	0.5	i	0.4	i	4.5
Cc1cc(C)n(Cc2cccc(C(=O)N/N=C/c3ccncc3)c2)n1
    -6.9	-0.6	2.2	2.0	-1.0	1.5	i	-8.3	i	1.9
CCOC(=O)C1CCN(C(=O)CCNC(=O)Cn2cnc3ccccc3c2=O)CC1
    2.7	2.9	0.8	-3.2	0.5	-2.3	i	-7.1	i	4.3
Cc1cccc(NC(=O)c2cc(-c3ccc(C)c(C)c3O)n[nH]2)c1
    3.0	-1.7	3.9	2.7	-6.6	7.0	i	-13.1	i	11.8
Nc1ccc2c(c1)CCC2=O
    1.3	0.1	5.4	19.4	-4.6	-1.1	i	-4.3	i	3.2
CC(C)COP(=O)(OCC(C)C)C(O)c1ccc(N(C)C)cc1 (stereo not drawn)
    -1.0	-3.6	0.9	0.2	-3.6	0.0	i	-3.5	i	-4.1
Cc1cc2c(ncn2Cc2ccccc2)c([N+](=O)[O-])c1C
    0.1	-6.1	-0.4	-1.4	3.0	0.0	i	-5.2	i	-5.4
Cc1ccc(NC(=O)C2CCCCC2C(=O)O)cc1C (stereo not drawn)
    8.0	-1.8	-0.6	-0.3	-1.4	-0.5	i	-7.0	i	-6.1
Cc1ccc(S(=O)(=O)NCCc2cn3nc(C)c(C)nc3n2)cc1C
    -17.0	-2.5	-1.7	0.9	5.8	-1.7	i	-2.4	·	-2.0

Three records drawn at random from the list so far, as already listed:
Below each SMILES – SUMO1 PPI mod	Rin1-Abl PPI inh	DNMT1 block	STEP block	NadD inh	LMPTP inh	Rpn11 block	Scp1 inh	Neddyl block	CSN deneddyl inh
CC(C)COP(=O)(OCC(C)C)C(O)c1ccc(N(C)C)cc1 (stereo not drawn)
    -1.0	-3.6	0.9	0.2	-3.6	0.0	i	-3.5	i	-4.1
Cc1cccc(NC(=O)c2cc(-c3ccc(C)c(C)c3O)n[nH]2)c1
    3.0	-1.7	3.9	2.7	-6.6	7.0	i	-13.1	i	11.8
Cc1ccc(NC(=O)C2CCCCC2C(=O)O)cc1C (stereo not drawn)
    8.0	-1.8	-0.6	-0.3	-1.4	-0.5	i	-7.0	i	-6.1

New compounds follow.
Below each SMILES – SUMO1 PPI mod	Rin1-Abl PPI inh	DNMT1 block	STEP block	NadD inh	LMPTP inh	Rpn11 block	Scp1 inh	Neddyl block	CSN deneddyl inh
Cc1ccc(S(=O)(=O)N(C)CCCC(=O)Nc2ccc(F)cc2)cc1
    -3.4	-0.3	-1.3	3.3	-2.1	0.1	i	-2.8	i	-2.0
CC(=O)Nc1ccc(S(=O)(=O)N2CCN(Cc3nc4sc(C)c(C)c4c(=O)[nH]3)CC2)cc1
    -13.6	1.8	2.0	0.4	5.0	-0.7	i	-8.4	i	0.9
CC1(NC(=O)CSc2nnc(-c3c[nH]c4ccccc34)n2C2CC2)CCS(=O)(=O)C1 (stereo not drawn)
    1.7	1.0	-1.0	5.9	-1.0	-0.6	i	-2.7	i	-0.8
COc1ccc(Cn2c(=O)[nH]c3cc(C(=O)Nc4ccccc4C)ccc32)cc1
    -0.1	2.7	-3.1	2.0	-2.7	0.0	i	-5.1	i	-2.4
O=C(O)c1ccc2c(c1)C(=O)N(c1cccc(S(=O)(=O)Nc3cccc(C(F)(F)F)c3)c1)C2=O
    -1.7	-0.5	-1.3	-1.5	-7.4	-0.3	i	-8.2	i	-3.9
Cc1ccc(NC(=O)NCc2cccnc2)cc1Cl
    -2.1	0.1	0.6	1.3	-0.3	0.7	i	-4.7	i	-3.3
C[C@H]1CN([C@@H](C)CO)C(=O)CCCn2cc(nn2)CO[C@@H]1CN(C)C(=O)CCC(F)(F)F
    9.3	-2.5	4.0	0.4	-5.1	-2.3	i	·	i	-3.1
O=C(CC1NCCNC1=O)Nc1cccc([N+](=O)[O-])c1 (stereo not drawn)
    -12.8	1.0	-12.8	-2.3	1.7	-1.2	i	-3.0	i	2.4
O=C(Nc1cccc(S(=O)(=O)N2CCOCC2)c1)C1CCCN(C(=O)c2ccc(Cl)cc2)C1 (stereo not drawn)
    1.8	-3.2	-2.3	-1.6	-2.1	-0.2	i	-4.1	i	1.8
NC(=O)c1oc2ccccc2c1NC(=O)CS(=O)(=O)c1ccccc1
    -7.5	0.8	2.5	-2.8	-1.7	-0.3	i	0.6	i	-1.6
COC(=O)c1ccc(Nc2ncnc3sccc23)cc1
    2.1	0.3	-4.1	2.2	-4.8	3.1	i	-10.0	i	0.4
